Assay outcomes deposited in PubChem by National Center for Advancing Translational Sciences (NCATS).
CCT modulator: modulators of cytosolic chaperonin (CCT/TRiC) activity | 360,000 tested, 0.3% active | purified chaperonin ATPase assay, HTRF ADP detection, 30 min | AID 651819 | activity change, % (test concentration not listed), hits read low; in the data active = activity change below about -30%; also: % is scaled to controls: 0 for no effect and ±100 for the full control effect
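We incubate TRiC, 40 or 20 nM final, with library compounds at 76 uM and 10 uM ATP for 30 min at 37 °C. ADP formed is detected with Transcreener HTRF reagents after 30 min at room temperature.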
EPAC1 antagonist: EPAC1 (human) antagonism; Potency, µM (series often up to 115 µM), for the others: at the highest dose activity change, negative = inhibition, hits mostly inhibitors; O95398; EPAC1 GEF assay, Rap1b-BODIPY-GDP exchange fluorescence; AID 720709; 360,000 tested, 0.14% active;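 also: potency is read from the fitted curve at half-maximal effect; plate controls were vehicle for no effect and positive control for full effect; nearly all actives have a fitted effect of over 50% in size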
PI5P4Ka inh: PI5P4K alpha (human) kinase inhibition; P48426; PI5P4Kalpha enzyme, ADP-Glo luminescence, 60 min; stronger effect = lower value; max response, %; 330,000 tested, 1.2% active; AID 652105; active = max response of -50% or lower; inconclusive = between -30% and -50%; inactive = -30% or higher; also: value at the top dose of about 77 µM; % is scaled to controls: 0 for no effect and ±100 for the full control effect
Target sequence (P48426 whole entry, looked up): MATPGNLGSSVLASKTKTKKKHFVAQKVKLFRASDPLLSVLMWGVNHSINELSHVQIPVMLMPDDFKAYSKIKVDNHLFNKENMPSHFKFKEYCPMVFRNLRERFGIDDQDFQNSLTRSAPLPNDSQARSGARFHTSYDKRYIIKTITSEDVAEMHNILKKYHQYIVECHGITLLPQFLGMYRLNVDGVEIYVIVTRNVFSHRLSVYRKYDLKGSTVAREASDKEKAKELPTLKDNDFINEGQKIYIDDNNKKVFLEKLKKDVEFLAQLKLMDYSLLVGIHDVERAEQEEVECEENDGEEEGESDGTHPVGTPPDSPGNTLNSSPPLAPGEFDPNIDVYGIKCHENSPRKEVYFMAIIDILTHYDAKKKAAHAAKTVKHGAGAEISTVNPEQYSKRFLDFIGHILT
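qHTS, 1536-well: enzyme/substrate mix, compound by pin tool, 5 microM ATP final; RT 60 min; ADP-Glo reagents 1 (45 min) then 2 (30 min); luminescence.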
IL2 activator: activates IL-2 in a cell-based reporter assay. IL-2 activation reporter assay, cell-based qHTS; stimulated with anti-CD3/CD4/CD28 beads; in transgenic mouse T cells. activation, % (series mostly up to about 46 µM). 360,000 tested, 0.065% active; in the data active = activation above about 50%; inconclusive = mostly about 30% to 49%; also: 0% is about no effect
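First, unstimulated transgenic mouse T cells were exposed to compound for 60 min. Next, anti-CD3/anti-CD4-coated beads with anti-CD28 were added. Finally, after 18 h at 37 degrees C, EGFP and DsRed were imaged.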
PLK1 PBD block: blocks phosphopeptide binding to human PLK1 polo-box domain | Plk1 PBD binding of FITC phosphopeptide, fluorescence polarization | Potency, µM, for the others: max response, negative = inhibition, actives largely listed as inhibitors | 360,000 tested, 2.8% active | AID 720504; also: potency is read from the fitted curve at half-maximal effect; series mostly up to about 57 µM; % is scaled to controls: 0 for no effect and ±100 for the full control effect; nearly all actives have a fitted effect of over 65% in size
Target sequence (P53350 whole entry, looked up, the tested form may be a part): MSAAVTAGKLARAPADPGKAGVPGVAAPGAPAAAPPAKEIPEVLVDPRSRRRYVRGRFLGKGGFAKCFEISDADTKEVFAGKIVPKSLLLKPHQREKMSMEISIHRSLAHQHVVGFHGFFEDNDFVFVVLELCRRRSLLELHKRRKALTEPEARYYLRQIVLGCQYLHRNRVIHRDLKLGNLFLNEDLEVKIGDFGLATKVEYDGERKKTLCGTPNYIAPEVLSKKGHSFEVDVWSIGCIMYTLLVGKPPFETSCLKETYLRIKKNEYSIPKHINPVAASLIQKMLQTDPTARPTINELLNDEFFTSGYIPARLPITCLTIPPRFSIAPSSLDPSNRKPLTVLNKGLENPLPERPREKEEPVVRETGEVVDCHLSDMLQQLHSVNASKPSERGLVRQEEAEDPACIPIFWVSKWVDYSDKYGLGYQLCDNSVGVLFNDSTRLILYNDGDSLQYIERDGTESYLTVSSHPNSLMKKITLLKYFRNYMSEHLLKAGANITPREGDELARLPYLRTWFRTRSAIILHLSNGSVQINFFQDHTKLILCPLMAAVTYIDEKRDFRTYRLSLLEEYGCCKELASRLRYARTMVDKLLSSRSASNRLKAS
WRN helicase inh: blocks human WRN helicase | WRN helicase unwinding, fluorescent forked duplex, kinetic | Potency, µM (series often up to 114 µM), for the others: at the top dose activity change, negative = inhibition, usual class: inhibitors | 360,000 tested, 0.46% active; also: potency is read from the fitted curve at half-maximal effect; % is scaled to controls: 0 for no effect and ±100 for the full control effect; nearly all actives have a fitted effect of over 55% in size
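WRN at 20 nM final was preincubated with compound for 15 min at room temperature; reaction started with 100 nM forked duplex oligonucleotide carrying fluorophore and quencher plus 2 mM ATP (final). Unwinding followed kinetically by red fluorescence (ex 525/em 598 nm).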
EPAC2 ag: agonists of human EPAC2 (RAPGEF4). EPAC2 activation, biochemical qHTS; response scale: 100% = 6.5 mM cAMP response. Potency, µM (series often up to 154 µM), for the others: at the top dose activation, usual class: activators. Q8WZA2. 360,000 tested, 0.079% active; also: potency is read from the fitted curve at half-maximal effect; nearly all actives have a fitted effect of over 50% in size
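Guanine nucleotide exchange by EPAC2 is measured as reduced fluorescence of BODIPY-GDP once it is released from 250 nM Rap1B. Plates are read kinetically for 30 min at room temperature; results are scaled to 6.5 mM cAMP.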
EPAC1 ag: agonists of human EPAC1; Potency, µM (doses to about 154 µM), for inactives: at the highest dose activation, actives largely listed as activators; 360,000 tested, 0.073% active; EPAC1 agonist qHTS, biochemical assay; response scale: 100% = response to 6.5 mM cAMP; O95398; AID 720707; also: potency is read from the fitted curve at half-maximal effect; nearly all actives have a fitted effect of over 60% in size
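EPAC1 100 nM, Rap1B–BODIPY-GDP 250 nM, unlabeled GDP 50 uM; compound titration; 5 min RT; kinetic read ex480/em540 at 5-min intervals ×30 min; data normalized to 6.5 mM cAMP agonist control.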
The depositor's hits bear a star; ? = inconclusive; . = no result given; [ ] = dose if it differs, or a comment. Unless noted, calls follow the shape of the dose curve; as a rule, active = well fitted curve in the direction sought with a large enough effect; inconclusive = small, poorly fitted or top-dose-only effect, or another doubt; inactive = no such curve, though single readings can be large; an effect the other way counts as inactive or inconclusive.

SMILES	CCT modulator	EPAC1 antagonist	PI5P4Ka inh	IL2 activator	PLK1 PBD block	WRN helicase inh	EPAC2 ag	EPAC1 ag
Cc1cccc(NC(=S)NC(=O)c2cccs2)n1	-0.3	-11%	.	-0.6	-2%	-28%	4%	8%
Cc1ccc(NC(=O)COC(=O)c2cccc3c2C(=O)c2ccccc2C3=O)c(C)c1	-0.7	-4%	-2	1.9	-1%	-15%	6%	0%
CCCn1c(N)c(N(CCOC)C(=O)c2cc3c(s2)CCC(CC)C3)c(=O)[nH]c1=O (stereo unspecified)	0.7	-14%	2	-0.3	-19%	-33%	-2%	0%
O=C(O)c1ccc(C=NNC(=O)c2cccc3ccccc23)cc1	-3.6	1%	7	-5.0	6%	0%	2%	-5%
Cc1ccc(NC(=O)c2nc[nH]c2C(=O)N2CCCCC2)c(C(=O)c2ccccc2)c1	-0.4	3%	3	-0.4	-7%	-16%	12%	-2%
COC(=O)c1nnn(CC(=O)NC(=O)Nc2ccc(F)cc2)c1C(=O)OC	-0.8	-6%	6	-0.2	1%	-3%	3%	-9%
Cc1ccc(C(=O)C(OC(=O)CCC(=O)Nc2cccc(C)c2)c2ccccc2)cc1 (stereo unspecified)	-1.7	3%	.	-1.2	-4%	1%	3%	8%
CCc1cccc(NC(=O)c2cc(S(=O)(=O)N(C)C)ccc2N2CCCC2)c1	-0.5	-3%	-4	-0.6	-1%	-7%	2%	1%
CNC(=O)COC(=O)Cc1ccc(Cl)cc1	1.1	-11%	1	-2.6	3%	7%	4%	-5%
N#Cc1nc(COc2ccc(F)cc2)oc1NCCCn1ccnc1	1.7	-1%	4	-0.4	?	4%	4%	0%

Grouped by structure, the compounds so far containing sulfur
SMILES	CCT modulator	EPAC1 antagonist	PI5P4Ka inh	IL2 activator	PLK1 PBD block	WRN helicase inh	EPAC2 ag	EPAC1 ag
Cc1cccc(NC(=S)NC(=O)c2cccs2)n1	-0.3	-11%	.	-0.6	-2%	-28%	4%	8%
CCCn1c(N)c(N(CCOC)C(=O)c2cc3c(s2)CCC(CC)C3)c(=O)[nH]c1=O (stereo unspecified)	0.7	-14%	2	-0.3	-19%	-33%	-2%	0%
CCc1cccc(NC(=O)c2cc(S(=O)(=O)N(C)C)ccc2N2CCCC2)c1	-0.5	-3%	-4	-0.6	-1%	-7%	2%	1%

Further structures follow:
SMILES	CCT modulator	EPAC1 antagonist	PI5P4Ka inh	IL2 activator	PLK1 PBD block	WRN helicase inh	EPAC2 ag	EPAC1 ag
COC(=O)CN(c1ccc(OC)cc1)S(=O)(=O)c1c(C)noc1C	-1.0	2%	5	-1.9	-16%	-3%[11.6 µM]	-2%	-7%
Cc1c(OCC(=O)NCCCN2CCOCC2)ccc2c(-c3ccccc3)cc(=O)oc12	-1.5	-1%	14	-0.4	-9%	0%	14%	8%
Nc1nc(COC(=O)C2CC(=O)N(Cc3ccccc3Cl)C2)nc(Nc2ccccc2)n1 (stereo unspecified)	1.2	-10%	4	0.5	-16%	-7%	5%	-10%
Cc1ccc(/C=C/C(=O)NCC2COc3ccccc3O2)o1 (stereo unspecified)	-0.6	-3%	-70*	-2.0	?	-33%[57.1 µM]	11%	6%
COc1ccccc1C1CC(c2cccs2)=NN1C(=O)CCC(=O)O (stereo unspecified)	-0.2	9%	-9	-2.1	7%	-2%	4%	4%
C=CCn1c(SCC(=O)Nc2c(C)cccc2C)nnc1-c1ccncc1	-3.4	-14%	9	0.0	-8%	5%	15%	-5%
Cc1ccnc(N2C(=O)c3ccccc3C2=O)c1	1.4	0%	7	-4.6	-3%	2%	11%	-5%
Cc1cc(C)nc(Nc2nc(C(N)Cc3ccc(Cl)cc3)cs2)n1 (stereo unspecified)	0.5	-4%	?	-0.7	-2%	-5%	0%	-5%
O=C(Nc1ccc(F)cc1)c1sc(Cl)nc1-c1ccccc1	-0.6	16%	1	-0.3	1%	3%[57.1 µM]	-8%	-5%
Cc1ccc(C(=O)NCC(=O)NCc2cc(=O)n(C)c(=O)n2C)cc1	-1.9	6%	-6	-1.4	27µM*	-1%	7%	17%
O=C(CSc1nnc(CNC(=O)c2c(F)cccc2F)o1)c1ccccc1	-1.7	-15%	6	-0.8	-21%	-30%	2%	-1%
COc1cc(/C=C(\CC(=O)O)c2nc3ccccc3s2)ccc1OCC(=O)Nc1ccccc1F	0.5	-4%	-2	-0.5	-21%	-34%	-4%	-1%
COc1ccc(N2CCN(CC(O)COc3cc(C)cc(C)c3)CC2)cc1 (stereo unspecified)	-1.8	-11%	1	-2.0	3%	1%	12%	4%
O=C(C[C@H]1C[C@@H]2c3cc(NC(=O)Nc4ccccc4)ccc3O[C@@H]2[C@@H](CO)O1)NCC1CC1	0.9	-14%	-6	-2.2	2%	0%	2%	-13%
Cc1c(Cl)cccc1NC(=S)NCc1ccccc1Cl	-2.4	-28%	2	-0.3	-15%	-6%	27%	17%
O=S1(=O)CC(O)C(Nc2ccccc2Cl)C1 (stereo unspecified)	-0.2	-8%	.	-1.3	4%	-5%	7%	2%
COc1ccc(/C=N/Nc2nc(N)cc(Cl)n2)cc1OC	0.0	-1%	-7	-0.2	-17%	-5%	8%	2%
O=C(c1cnccn1)N1CCN(S(=O)(=O)c2cccc(Cl)c2)CC1	-3.6	0%	3	0.7	6%	-10%	1%	-1%
COc1cccc(N2CCN(C3CC(=O)N(c4ccc(Cl)cc4)C3=O)CC2)c1 (stereo unspecified)	-1.0	12%	-3	-0.3	-7%	-4%	-15%	0%
CSCCC(NC(=O)c1ccc(Cl)cc1Cl)C(=O)N(C)Cc1nc2ccccc2c(=O)[nH]1 (stereo unspecified)	3.8	6%	-6	1.7	-5%	-26%	6%	12%

Part of the list above, reduced to WRN helicase inh, EPAC1 antagonist and PLK1 PBD block.
| smiles | WRN helicase inh | EPAC1 antagonist | PLK1 PBD block |
| --- | --- | --- | --- |
| COc1ccc(/C=N/Nc2nc(N)cc(Cl)n2)cc1OC | -5% | -1% | -17% |
| O=C(c1cnccn1)N1CCN(S(=O)(=O)c2cccc(Cl)c2)CC1 | -10% | 0% | 6% |
| COc1cccc(N2CCN(C3CC(=O)N(c4ccc(Cl)cc4)C3=O)CC2)c1 (stereo unspecified) | -4% | 12% | -7% |

More records follow:
SMILES	CCT modulator	EPAC1 antagonist	PI5P4Ka inh	IL2 activator	PLK1 PBD block	WRN helicase inh	EPAC2 ag	EPAC1 ag
CC(=O)c1ccc(NC(=O)c2ccc3snnc3c2)cc1	-2.9	12%	-8	3.2	-16%	-17%	13%	10%
O=c1c2ccccc2nc(SCc2cn3ccsc3n2)n1-c1ccccc1	-2.5	-17%	-10	-0.8	-1%	-15%	21%	21%
Cn1nc(C(F)(F)F)c2cc(C(=O)Nc3ccc(Cl)cc3)sc21	-1.8	-7%	5	-2.3	-8%	-15%	1%	14%
Nc1n[nH]c2c1C1(CCCCC1)Cc1ccccc1-2	0.2	1%	.	-1.0	-11%	-4%	-2%	-8%
O=C(c1cccc(C(F)(F)F)c1)N1CCOc2ccccc21	-0.2	16%	7	-2.2	3%	0%	7%	6%
Cn1ccc2c(N3c4ccccc4CCc4ccccc43)cc3c(c21)C1CCC3C1 (stereo unspecified)	-0.2	-11%	-26	-1.1	?	-3%	1%	-4%
O=C(COC(=O)CCN1C(=O)c2ccccc2C1=O)Nc1ccc(S(=O)(=O)N2CCCC2)cc1	-2.2	0%	3	-0.6	-9%	-1%	3%	4%
O=C(CCNC(=O)c1ccc(Br)o1)NCc1ccccn1	-0.8	2%	.	-1.5	-6%	-10%	11%	10%
COc1ccc(S(=O)(=O)N2CCC(C(=O)Nc3cccc(C(C)=O)c3)CC2)cc1C	-2.8	-9%	.	1.9	-1%	-3%	2%	6%
O=C(NCCCN1CCOCC1)c1cn(-c2ccccc2)nc1-c1ccc(F)cc1	1.3	-3%	2	0.8	-7%	-12%	10%	7%
CCCCNC(=S)NNC(=O)c1csc2c1CCC(C)C2 (stereo unspecified)	-2.7	1%	.	1.2	-13%	9%	-14%	-23%
C/C(=N\NC(=O)c1cc(Cl)ccc1O)c1ccc(Br)s1	-3.2	12%	15	2.1	-8%	-23%	-5%	9%
O=C(N/N=C/c1ccc(N2CCOCC2)c([N+](=O)[O-])c1)c1ccc(F)cc1	-1.6	0%	-2	2.4	-3%	-1%	-1%	0%
CC(C)(C)NCC(O)COc1ccccc1C(=O)CCc1ccccc1 (stereo unspecified)	-3.2	-9%	.	-0.3	-6%	-11%	6%	7%
COc1ccc(CNC(=O)CN2C(=O)COc3ccc(S(=O)(=O)N4CCCC4)cc32)cc1	-0.5	-16%	2	-1.0	-5%	-4%	-4%	-10%
Cc1ccccc1C(=O)NC(NCC1CCCO1)C(Cl)(Cl)Cl (stereo unspecified)	-4.5	9%	7	-0.7	-4%	4%	4%	2%
COc1cccc(NC(=S)N2CCC(NC(=O)C3CCCCC3)CC2)c1	-0.6	7%	1	1.5	-2%	-4%	4%	3%
Cc1ccc(-c2c(C(=O)NC(C)C)oc(=O)c3ccccc23)cc1	1.8	10%	-1	0.5	-4%	-3%	-8%	-11%
Fc1ccc(CSc2nnc(-c3ccncc3)o2)cc1	-2.7	3%	6	-0.4	?	0%[57.1 µM]	5%	-3%
Cc1ccc(C(C(=O)NC2CCCC2)N(C(=O)Cc2cccs2)c2ccc(C)c(C)c2)o1 (stereo unspecified)	1.4	-20%	.	0.3	-3%	-14%	15%	17%
COC(=O)[C@@]1(Cc2ccc(F)cc2)[C@H]2c3cc(C(=O)N(C)C)n(CC4CC4)c3C[C@H]2CN1C(=O)c1ccccc1	0.0	?	4	1.3	-14%	2%	16%	3%
CC(=O)NC1=NN(C(C)=O)C(C)(CS(=O)(=O)c2ccc(Cl)cc2)S1 (stereo unspecified)	0.1	-17%	0	-0.1	-15%	-8%	3%	2%
N#Cc1cccc(C(Br)S(=O)(=O)c2ccccc2)c1 (stereo unspecified)	0.5	1%	0	-3.5	-7%	-5%	6%	7%
CC(=O)c1cccc(Nc2c3c(nc4ccccc24)CCC3)c1	-2.8	13%	1	-0.9	-4%	5%	15%	10%
CC1COc2ccccc2N1C(=O)c1ccc(Cl)cc1 (stereo unspecified)	-2.0	-12%	2	2.2	2%	3%	3%	0%
Cc1ccccc1N1CCN(C2CCCN(C(=O)CCn3cnnn3)C2)CC1 (stereo unspecified)	2.6	-12%	-5	0.5	5%	-11%	0%	-5%
CCCCN1C(=N)N([C@@H](CN2CCC[C@H]2CN2C(N)=NC[C@@H]2Cc2ccccc2)C(C)C)C[C@H]1Cc1ccccc1	-9.2	15%	-3	-2.5	-19%	0%	11%	-9%
O=S(=O)(Nc1ccc(Br)cn1)c1cccs1	0.3	17%	-10	-1.3	5%	0%	-3%	-6%

These rows are one share of the data. The share of hits here may be higher or lower than overall.
